Compound activity as filed in PubChem.
ROS inducer – ROS inducers in U2OS cancer cells, primary screen, cell-based, H2DCF-DA fluorescence; U2OS ROS induction; ROS induction (% of piperlongumine), % at 10 µM; 2% of 46,000 active; in the data active = ROS induction above about 79%, passing the limit was not always enough;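 also: 0% = DMSO vehicle median and 100% = reference compound median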
Numbers without * were called inactive; & = joins results of further samples. The list is partial; count on the stated rates, not on these rows.

C[N+]1([O-])[C@@H]2CC(OC(=O)[C@H](CO)c3ccccc3)C[C@H]1[C@@H]1O[C@@H]12 (stereo not given in full) was read as ROS inducer -3.9.
C#C[C@]1(O)CC[C@H]2[C@@H]3CCC4=CC(=O)CC[C@]4(C)[C@H]3CC[C@@]21C was read as ROS inducer 6.4.
For COc1ccn(C)c(=O)c1C#N the results were ROS inducer -1.5.
For Cc1cccc(C)c1NC1=NCCCS1 the results were ROS inducer -13.2.
Screening c1ccc(C2N3CCCN2CC3)cc1 (stereo not given) returned ROS inducer -8.5.
`CC(C)c1ccc2c(c1O)CC[C@H]1C3=C(CC[C@]21C)C(=O)OC3` gave ROS inducer -3.3.
For CC(C)N(C(=O)CCl)c1ccccc1 the results were ROS inducer 5.6.
For C[C@H]1C(=O)O[C@@H]2CCN3CC=C(COC(=O)[C@](C)(O)[C@]1(C)O)[C@H]23 the results were ROS inducer -0.1.
`CN1C2CCCC1CC(=O)C2` gave ROS inducer -10.9.
COC1=CC(=O)OC(/C=C/c2ccccc2)C1 (stereo not given) was read as ROS inducer -7.9.
`C[C@@H]1CN([C@H](C)CO)C(=O)CCCn2nncc2CO[C@H]1CN(C)C(=O)Oc1cccc2ccccc12` gave ROS inducer -0.5.
For O=c1oc2ccccc2c(O)c1Cc1c(O)c2ccccc2oc1=O the results were ROS inducer -10.6.

Overlap with the part before: 2 entries, then new ones.
`C[C@@H]1CN([C@H](C)CO)C(=O)CCCn2nncc2CO[C@H]1CN(C)C(=O)Oc1cccc2ccccc12` gave ROS inducer -0.5.
For O=c1oc2ccccc2c(O)c1Cc1c(O)c2ccccc2oc1=O the results were ROS inducer -10.6.
Screening CC(=O)[C@H]1CC[C@H]2[C@@H]3CC[C@H]4C[C@H](O)CC[C@]4(C)[C@H]3CC[C@]12C returned ROS inducer -7.7.
Screening CNC(=O)O/N=C(/C)SC returned ROS inducer -1.9.
For CN(C)C1(c2nnnn2CCOC(=O)Nc2ccc(Cl)cc2)CCCCC1 the results were ROS inducer 4.3.
`CC(=O)c1cccc(NC(=O)CSC2c3ccccc3-c3ccccc32)c1` gave ROS inducer -15.5.
Screening Cc1cc(OC(=O)c2cccs2)c2c3c(c(=O)oc2c1)CCC3 returned ROS inducer 31.3.
COC(/C=C/CC/C=C/C(=O)O)C(O)C(C)C(O)/C(C)=C/C(C)C(=O)CCCC1CC(=O)NC(=O)C1 (stereo not given) was read as ROS inducer 10.4.
Screening COCc1cc(OC(=O)N(C)C)nc(COc2ccc(Cl)cc2)n1 returned ROS inducer -8.5.
O=[N+]([O-])c1ccc2nc(N3CCNCC3)ccc2c1 was read as ROS inducer -4.5.
Screening CCc1cccc(CC)c1N(COC)C(=O)CCl returned ROS inducer -3.8.
C[C@H]1CCCC(=O)CCC/C=C/c2cc(O)cc(O)c2C(=O)O1 was read as ROS inducer -4.0.
`O=C1CC[C@@]2(O)[C@H]3Cc4ccc(O)c5c4[C@@]2(CCN3CC2CC2)[C@H]1O5` gave ROS inducer 8.6.
C[C@H]1O[C@@H](O[C@H]2C[C@@H](O)[C@]3(CO)C4C(CC[C@]3(O)C2)[C@@]2(O)CC[C@H](C3=CC(=O)OC3)[C@@]2(C)C[C@H]4O)[C@@H](O)[C@@H](O)[C@H]1O (stereo not given in full) was read as ROS inducer 7.2.

Some of these compounds in order of formula weight, ascending:
Screening COCc1cc(OC(=O)N(C)C)nc(COc2ccc(Cl)cc2)n1 returned ROS inducer -8.5.
`CC(=O)c1cccc(NC(=O)CSC2c3ccccc3-c3ccccc32)c1` gave ROS inducer -15.5.
For CN(C)C1(c2nnnn2CCOC(=O)Nc2ccc(Cl)cc2)CCCCC1 the results were ROS inducer 4.3.

Other records follow.
Screening Cc1cccc(N2C(=O)NC(=O)C(CCc3ccncc3)(CCc3ccncc3)C2=O)c1 returned ROS inducer 5.1.
Cc1nc(-c2ccccc2)nc(OC(=O)N(C)C)c1Oc1cccc(C(F)(F)F)c1 was read as ROS inducer 27.6.
CC1N=C(c2ccccc2)c2cc(Br)ccc2NC1=O (stereo not given) was read as ROS inducer -16.3.
O=C(CCCN1CCC2(CC1)C(=O)NCN2c1ccccc1)c1ccc(F)cc1 was read as ROS inducer 98.1*.
Screening C[C@H](CO)N1C[C@H](C)[C@@H](CN(C)C(=O)Oc2ccccc2)OCc2cnnn2CCCC1=O returned ROS inducer -10.8.
`C=C[C@@]12CN(C)[C@H]3[C@H]1[C@@]1(C(=O)Nc4ccccc41)C1CC2[C@@H]3CO1` gave ROS inducer -0.1.
Screening C=C[C@H]1CN2CC[C@H]1C[C@@H]2[C@@H](O)c1ccnc2ccccc12 returned ROS inducer 43.9.
`C[C@@H]1CN([C@H](C)CO)C(=O)CCCn2cc(nn2)CO[C@@H]1CN(C)C(=O)Oc1cccc2ccccc12` gave ROS inducer 12.1.
For O=C(Nc1ccc2c(C(F)(F)F)cc(=O)oc2c1)c1nc2ncccn2n1 the results were ROS inducer -8.7.
CC1=NCCc2c1[nH]c1cc(O)ccc21 was read as ROS inducer 9.6&1.8.
For CC(C)c1cc2c(cc1O)[C@@]1(C)CCCC(C)(C)[C@@H]1CC2 the results were ROS inducer -10.8.
`CC1(C)C(C(=O)Nc2ccc(S(=O)(=O)c3ccc(NC(=O)C4C(C)(C)C4(C)C)cc3)cc2)C1(C)C` gave ROS inducer -8.8.
C[C@@H]1CN([C@H](C)CO)C(=O)CCCn2nncc2CO[C@@H]1CN(C)C(=O)Oc1cccc2ccccc12 was read as ROS inducer 3.2.
Screening Cc1ccc(OC(=O)N(C)C[C@@H]2OCc3cnnn3CCCC(=O)N([C@@H](C)CO)C[C@H]2C)cc1 returned ROS inducer 4.3.
Screening CCC(C)(O)C(=O)O[C@H]1C(=O)O[C@@H]2C[C@H]3C(C)=CC(=O)[C@@H](O)[C@]3(C)[C@H]3[C@@]4(O)OC[C@]32[C@@H]1[C@@H](C)[C@H]4O (stereo not given in full) returned ROS inducer 64.3.
For CC[C@@]1(O)C(=O)OCc2c1cc1n(c2=O)Cc2cc3c(O)cccc3nc2-1 the results were ROS inducer 11.1.
Screening O=C(c1ccc2nc(N3CCCCC3)sc2c1)N1CCC2(CC1)OCCO2 returned ROS inducer -6.7.
Screening COc1cc2c3c(c1OC)-c1c(ccc(O)c1O)CC3N(C)CC2 (stereo not given) returned ROS inducer -0.6.
CC(C)=CCc1c(O)cc2c(c1O)C(=O)CC(c1ccc(O)cc1)O2 (stereo not given) was read as ROS inducer -7.0.
For Cc1cccnc1-n1c(CN2C(=O)c3ccccc3C2=O)nc2ccccc2c1=O the results were ROS inducer -1.6.
Screening CN(C(=O)Oc1cccc2cccnc12)c1ccccc1 returned ROS inducer -6.7.
O=C1NC(=O)C(CCc2ccncc2)(CCc2ccncc2)C(=O)N1Cc1ccccc1 was read as ROS inducer 2.8.
`COc1cc(C2=NC(O)C(=O)Nc3ccc(Cl)cc32)ccc1O` (stereo not given) gave ROS inducer 46.3.
C/C=C1/C[C@@H](C)[C@](O)(CO)C(=O)OCC2=CCN3CC[C@@H](OC1=O)[C@@H]23 was read as ROS inducer -6.9.
For CC[C@H]1CN2CCc3cc(OC)c(OC)cc3[C@@H]2C[C@@H]1C[C@H]1NCCc2cc(O)c(OC)cc21 the results were ROS inducer 9.3.
`CC(C)(C)c1cc(C=C(C#N)C#N)cc(Br)c1O` gave ROS inducer 4.8.
Screening C[C@H]1CN([C@@H](C)CO)C(=O)CCCn2nncc2CO[C@@H]1CN(C)C(=O)Oc1ccc2ccccc2c1 returned ROS inducer 34.4.
`COc1cc2c(cc1OC)-c1c(OC)c(OC)c(N)c3c1[C@H](C2)N(C)CC3` gave ROS inducer 11.9.
Screening CCC1=CC2CN3CCc4c([nH]c5ccccc45)[C@@](C(=O)OC)(C2)[C@@H]13 returned ROS inducer 7.1.
Screening CSc1nc(NC(C)C)nc(NC(C)C)n1 returned ROS inducer 3.1.
COc1cc2c(cc1OC)-c1c(oc3c4c(ccc3c1=O)OC(C(C)C)C4)CO2 (stereo not given) was read as ROS inducer -3.5.
For O=[N+]([O-])c1ccc(O)c([N+](=O)[O-])c1 the results were ROS inducer -14.0.
For O=C(O)CP(=S)(c1ccccc1)c1ccccc1 the results were ROS inducer 21.8.
Screening CCc1nc2ccccc2c(=O)n1-c1ccc(OC)cc1 returned ROS inducer -7.1.
`CC(C)C[C@H]1C(=O)N2CCC[C@H]2[C@]2(O)O[C@](NC(=O)[C@@H]3C=C4c5cccc6[nH]cc(c56)C[C@H]4N(C)C3)(C(C)C)C(=O)N12` gave ROS inducer 119.9*.
For CC(=O)OC1CCC2(C)C(=CCC3C4CCC(=O)C4(C)CCC32)C1 (stereo not given) the results were ROS inducer 37.6.

Gathered by group, the entries above with an NH in an aromatic ring
CC1=NCCc2c1[nH]c1cc(O)ccc21 was read as ROS inducer 9.6&1.8.
Screening CCC1=CC2CN3CCc4c([nH]c5ccccc45)[C@@](C(=O)OC)(C2)[C@@H]13 returned ROS inducer 7.1.
`CC(C)C[C@H]1C(=O)N2CCC[C@H]2[C@]2(O)O[C@](NC(=O)[C@@H]3C=C4c5cccc6[nH]cc(c56)C[C@H]4N(C)C3)(C(C)C)C(=O)N12` gave ROS inducer 119.9*.

Other results.
CCC(C)[C@H]1C(=O)O[C@H](C(C)C)C(=O)N(C)[C@@H](C(C)CC)C(=O)O[C@H](C(C)C)C(=O)N(C)[C@@H](C(C)CC)C(=O)O[C@H](C(C)C)C(=O)N1C (stereo not given in full) was read as ROS inducer -25.5.
For C[C@@H]1O[C@@H](O[C@@H]2C=C3CC[C@@H]4C(C[C@@H](O)[C@]5(C)[C@@H](c6ccc(=O)oc6)CC[C@]45O)[C@@]3(C)CC2)[C@H](O)[C@H](O)[C@H]1O[C@@H]1O[C@H](CO)[C@@H](O)[C@H](O)[C@H]1O (stereo not given in full) the results were ROS inducer -4.6.
Screening C[C@H]1O[C@@H](O[C@H]2CC[C@]3(CO)C4CC[C@]5(C)[C@@H](C6=CC(=O)OC6)CC[C@]5(O)C4CC[C@H]3C2)[C@H](O)[C@H](O)[C@@H]1O (stereo not given in full) returned ROS inducer -4.3.
`COC(=O)[C@@]12C(=O)C(C)C(=O)[C@]1(C)C(C)=C[C@H]1[C@]3(C=O)CC[C@H](OC(C)=O)C(C)(C)[C@H]3CC[C@@]12C` (stereo not given in full) gave ROS inducer 1.8.
For C[C@@H]1O[C@@H](O[C@H]2C[C@@H](O)[C@]3(CO)[C@H]4[C@H](O)C[C@]5(C)[C@@H](C6=CC(=O)OC6)CC[C@]5(O)[C@@H]4CC[C@]3(O)C2)[C@H](O)[C@H](O)[C@H]1O the results were ROS inducer -2.5.
For CCOC(=O)C1=C(C)OC(N)=C(C(=O)OCC)C12C(=O)Nc1ccccc12 (stereo not given) the results were ROS inducer 3.6.
`Cn1c[n+](C)cc1C(O)c1ccccc1` (stereo not given) gave ROS inducer 13.3.
c1ccc2nc(N3CCNCC3)ccc2c1 was read as ROS inducer 2.3&-5.7&9.4.
CC1CCCC(C2(O)C(=O)Nc3ccccc32)C1=O (stereo not given) was read as ROS inducer -10.1.
COc1cc2c(c(OC)c1OC)-c1ccc(O)c(=O)cc1[C@@H](N)CC2 was read as ROS inducer 13.7.
Screening CC[C@H]1CN2CC[C@H]1C[C@@H]2[C@@H](O)c1ccnc2ccc(OC)cc12 returned ROS inducer 17.7.
`CC(=O)O[C@@H](c1nc2ccccc2c(=O)n1[C@@H]1C[C@@]2(OC1=O)c1ccccc1N1C(=O)[C@H](C)N(O)[C@@H]12)C(C)C` gave ROS inducer 12.8.
CN1C(=O)c2ccccc2NC(=O)[C@]12O[C@@H]2c1ccccc1 was read as ROS inducer -4.6.
CC(=O)Nc1nc(C)c(Oc2ccccc2)c(OC(=O)N(C)C)n1 was read as ROS inducer 3.6.
For O=C1NC(=O)C(=C/C=C/c2ccccc2)C(=O)N1 the results were ROS inducer -7.2.
COCc1cc(OC(=O)N(C)C)nc2c1c(-c1cccs1)nn2C was read as ROS inducer 26.2.
`CC(C)(C)c1ccc(O)c(CN2CCN(c3ccccc3)CC2)c1` gave ROS inducer 0.1.
`CN(C(=O)c1ccc(Cl)cc1)c1ccc(Cl)cc1C(=O)c1ccccc1` gave ROS inducer -0.5.
`C[C@@H]1CN([C@@H](C)CO)C(=O)CCCn2nncc2CO[C@H]1CN(C)C(=O)Oc1cccc2ccccc12` gave ROS inducer 32.2.
`COc1ccc(CN2CCNCC2)c(OC)c1OC` gave ROS inducer -1.7.
`COC(C/C=C/C=C/CC/C=C\CC(C)/C=C\C(=C/C(=O)O)CC(=O)O)/C(C)=C\C=C(/C)C(=O)O` (stereo not given) gave ROS inducer -9.3.
COC1=CC23CCN(C)[C@H](Cc4cc(OC)c(OC)cc42)C3=CC1=O was read as ROS inducer 10.2.
`O=C(/C=C/c1ccccc1)OCC1OC(OC2OC=CC3C(O)C4OC4(CO)C23)C(O)C(O)C1O` (stereo not given) gave ROS inducer 31.7.
For CC12CN3CN(C1)CC(c1ccccc1)(C3)C2=O the results were ROS inducer 6.9.
COc1ccc(OC(=O)N(C)C[C@H]2OCc3cnnn3CCCC(=O)N([C@H](C)CO)C[C@@H]2C)cc1 was read as ROS inducer -1.6.
`CCN(CC)C(=O)N[C@@H]1C=C2c3cccc4[nH]cc(c34)C[C@H]2N(C)C1` gave ROS inducer -9.0.
